Assay outcomes (PubChem)
RGS4-Gao reg = human RGS4-Galphao interaction regulation; P09471; AID 1415; binding response (% of control), % at 10 µM; Multiplexed bead flow cytometry, RGS4-Galphao binding; actives lie on both sides; hit rate 0.33% among 220,000; in the data active = binding response below about 49% or above about 150%; inactive = in between;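 also: fluorescent Galphao activated with aluminum fluoride binding bead-coupled RGS4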
Bcl-XL Bim block = human Bim-Bcl-XL interaction inhibition; Q07817; Bim peptide-Bcl-XL binding, bead flow cytometry, fluorescence; inhibition, % at 10 µM; hit rate 0.04% among 190,000; AID 1007
Bcl-2 Bim block = inhibitors of Bim-Bcl-2 interaction, human; Bead-based flow cytometry, Bim peptide-Bcl-2 binding; inhibition, % at 10 µM; hit rate 0.06% among 190,000; AID 950; in the data active = inhibition above about 40%; inconclusive = no clear call, values can overlap the other calls;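 also: 0% = no compound wells with probe peptide and 100% = reference peptide inhibitor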
Target sequence (P10415 whole entry, looked up): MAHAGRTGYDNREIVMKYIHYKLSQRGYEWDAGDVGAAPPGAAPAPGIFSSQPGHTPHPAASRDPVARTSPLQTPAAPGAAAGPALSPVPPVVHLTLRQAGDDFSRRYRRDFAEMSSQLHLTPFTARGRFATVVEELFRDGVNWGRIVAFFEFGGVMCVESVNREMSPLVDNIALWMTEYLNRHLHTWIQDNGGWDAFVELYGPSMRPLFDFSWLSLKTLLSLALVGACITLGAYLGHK
Mcl-1 Bim block = inhibitors of Bim-Mcl-1 interaction, human | Q07820 | Bead-based flow cytometry, Bim peptide-Mcl-1 binding | inhibition, % at 10 µM | hit rate 0.1% among 190,000 | AID 1009;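 also: 0% = no compound tracer wells and 100% = peptide blocker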
Target sequence (Q07820 whole entry, looked up): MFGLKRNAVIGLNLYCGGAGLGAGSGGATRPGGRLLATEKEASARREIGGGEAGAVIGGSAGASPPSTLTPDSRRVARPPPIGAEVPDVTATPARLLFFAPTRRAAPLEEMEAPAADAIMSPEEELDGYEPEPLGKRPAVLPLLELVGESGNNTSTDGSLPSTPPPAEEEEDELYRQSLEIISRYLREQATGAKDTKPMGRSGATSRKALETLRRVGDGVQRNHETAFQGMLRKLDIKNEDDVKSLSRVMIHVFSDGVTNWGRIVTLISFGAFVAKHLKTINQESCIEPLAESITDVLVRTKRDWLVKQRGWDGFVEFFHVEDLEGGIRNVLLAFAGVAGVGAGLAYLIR
Bim-Bfl-1 = human Bim-Bfl-1 interaction inhibition; Q16548; Bead-based flow cytometry, Bim-Bfl-1 binding inhibition; inhibition, % at 10 µM; hit rate 0.12% among 190,000;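 also: 0% = wells without compound plus tracer and 100% = blocker peptide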
ABCB1 block = inhibitors of human ABCB1 transporter, ABCG2 counter-screen; P08183; CCRF-Adr cells, JC-1 efflux, flow cytometry; inhibition, % at 6.6 µM; hit rate 0.067% among 190,000; AID 1326; in the data active = inhibition above about 40%;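 also: 0% = vehicle and 100% = reference inhibitor; higher value means more JC-1 retained so stronger ABCB1 efflux block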
Bim-Bcl-B = disrupts Bim peptide binding to human Bcl-B. Q9HD36. bead-based flow cytometry. inhibition, % at 10 µM. hit rate 0.073% among 190,000. AID 951;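 also: 0% = tracer peptide without compound and 100% = reference inhibitor peptide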
Target sequence (Q9HD36 whole entry, looked up): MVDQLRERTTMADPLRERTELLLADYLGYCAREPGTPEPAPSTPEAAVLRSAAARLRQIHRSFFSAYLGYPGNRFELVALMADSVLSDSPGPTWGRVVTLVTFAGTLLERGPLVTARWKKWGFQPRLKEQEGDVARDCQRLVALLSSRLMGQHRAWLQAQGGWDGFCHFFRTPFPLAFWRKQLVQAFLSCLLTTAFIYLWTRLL
RGS8-Gao reg = human RGS8-Galphao interaction regulation | P09471 | multiplexed bead flow cytometry, RGS8-Galphao binding; actives lie on both sides | response (percent of control binding), % at 10 µM | hit rate 0.34% among 220,000 | AID 1423; in the data active = response below about 60% or above about 140%; inactive = in between;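 also: Galphao activated as the GDP aluminium fluoride complex binding bead-coupled RGS8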
ABCG2 block = human ABCG2 inhibition, ABCB1 as counter-screen; Q9UNQ0; IgMXP3 cells, JC-1 efflux, flow cytometry; inhibition, % at 6.6 µM; hit rate 0.1% among 190,000; AID 1325;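 active = inhibition above 80%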;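 also: 0% = DMSO and 100% = nicardipine control wells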
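Test system: IgMXP3 (ABCG2) plus far-red-tagged CCRF-Adr (ABCB1) cells / Amount: 3 million cells/mL in well / Reagent: JC-1 transporter substrate / Timing: 10 min compound exposure, 25 °C / Signal: flow cytometry, 530 nm JC-1 signal / Read-out: percent efflux inhibition, scaled nicardipine 100% to DMSO 0% / Benchmarks: nicardipine as high control, DMSO as low control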
Bcl-W Bim block = human Bim-Bcl-W interaction inhibition | Q92843 | bead-based flow cytometry, Bim peptide-Bcl-W binding | inhibition, % at 10 µM | hit rate 0.02% among 190,000;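 also: 0% = bound tracer without compound and 100% = peptide blocker; higher means less fluorescent Bim peptide bound to Bcl-W beads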
RGS7-Gao reg = human RGS7-Galphao interaction regulation | P09471 | Multiplexed bead flow cytometry, RGS7-Galphao binding; actives lie on both sides | binding response (% of control), % at 10 µM | hit rate 0.35% among 220,000; in the data active = binding response below about 49% or above about 150%; inconclusive = no clear call, values can overlap the other calls; inactive = in between;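 also: fluorescent Galphao held in activated GDP-AlF4 state binding bead-coupled RGS7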
* marks the source's active call; other numbers are inactive results; ? = inconclusive. Rule as the data show it, unless noted: active = inhibition above about 40%.

Screens in order: RGS4-Gao reg | Bcl-XL Bim block | Bcl-2 Bim block | Mcl-1 Bim block | Bim-Bcl-B | ABCG2 block | Bcl-W Bim block | RGS8-Gao reg | ABCB1 block | RGS7-Gao reg | Bim-Bfl-1
(1) COc1ccc(-c2cc(N)n(S(=O)(=O)c3c(F)c(F)c(F)c(F)c3F)n2)cc1OC
    104 | -3 | -9 | -6 | -10 | -1 | 3 | 99 | 0.0 | 103 | 1
(2) CCCCNC(=S)Nc1ccccc1Cc1ccccc1
    104 | -2 | -4 | -4 | -10 | 3 | -3 | 103 | 0.8 | 105 | -9
(3) CCOC(=O)c1c(C)oc(NC(=O)COc2ccc(Cl)cc2C)c1C#N
    102 | -2 | -7 | -3 | -2 | 4 | -2 | 100 | 0.4 | 97 | 0
(4) CN1C(=O)C(O)(CC(=O)c2ccc(F)cc2)c2cc(Br)ccc21 (stereo not drawn)
    98 | -3 | -4 | 1 | -3 | 3 | 4 | 103 | 0.3 | 98 | -6
(5) CCN1C(=O)CS/C1=N\S(=O)(=O)c1ccc(C)cc1
    101 | -2 | -1 | -2 | -1 | 26 | -1 | 97 | 1.6 | 96 | 0
(6) Cc1ccc2c(COC(=O)CC3Sc4ccccc4NC3=O)cc(=O)oc2c1C (stereo not drawn)
    97 | -5 | -9 | -7 | -9 | -5 | -2 | 98 | -1.0 | 97 | -4
(7) O=C(O)/C=C\C(=O)Nc1ccc(N2CCN(c3ccc(Cl)cc3)CC2)cc1
    101 | -1 | -6 | 0 | -6 | -1 | -4 | 106 | 0.0 | 103 | -6
(8) Cc1ccc(N2C(=O)N(CC(=O)NCc3ccccc3Cl)C(=O)C2C)cc1 (stereo not drawn)
    100 | -3 | -4 | -2 | -7 | 0 | 0 | 99 | 0.3 | ? | -7
(9) Cc1c(CCOC(=O)c2cc([N+](=O)[O-])cc([N+](=O)[O-])c2)sc[n+]1CC(=O)c1ccc(Br)cc1
    101 | 2 | 13 | 4 | 9 | 7 | 10 | 100 | -0.3 | ? | 27
(10) COc1ccc(C2CC(c3ccc(Br)cc3)Nc3nc(N)nn32)cc1 (stereo not drawn)
    103 | -5 | 0 | -2 | -1 | 0 | -4 | 102 | -0.2 | 100 | 0
(11) CCn1c(CNC(=O)C(C)(C)C)nc2ccccc21
    102 | -5 | 0 | -5 | 0 | 2 | -1 | 100 | 0.3 | 101 | -4
(12) COc1ccc(S(=O)(=O)CCC(=O)Nc2ccc(OC)cc2OC)cc1
    100 | -6 | 0 | -3 | -8 | 0 | -4 | 100 | -0.1 | 102 | 6
(13) Cc1cc(C)c(S(=O)(=O)Nc2ccc[nH]c2=O)c(C)c1
    99 | -2 | -9 | -2 | -8 | 0 | 0 | 99 | 0.2 | 98 | -12
(14) CCOC(=O)N1CCN(CC(=O)Nc2cc(OC)c(OC)cc2C#N)CC1
    100 | 3 | 3 | 14 | 7 | 3 | 0 | 102 | 2.1 | 106 | 2
(15) S=C(NCC1CCCO1)Nc1ccccc1Cl (stereo not drawn)
    101 | -7 | -2 | -5 | -7 | 0 | -4 | 100 | 0.3 | 100 | 0
(16) CCN(CC)c1ncnc2c1cnn2Cc1ccc(Cl)cc1
    104 | 0 | -2 | -3 | -2 | 3 | -1 | 99 | 0.9 | 98 | -5
(17) COc1ccccc1CNC(=O)CCn1c(=O)sc2ccccc21
    102 | -9 | -33 | -7 | -10 | 0 | -4 | 103 | 0.0 | 101 | -5
(18) Oc1cccc(-c2nc3ccccc3s2)c1
    101 | 3 | 1 | 6 | 6 | 9 | 4 | 96 | 0.0 | 100 | 6
(19) CCCCCCSc1nc(O)c(C2OC(=O)c3c2ccc(OC)c3OC)c(=O)n1CC (stereo not drawn)
    101 | -6 | -5 | 0 | -6 | 2 | 3 | 99 | 0.3 | 98 | -9
(20) CCOC(=O)c1ccc(N2C(=O)CC(N3CCC(C(N)=O)(N4CCCCC4)CC3)C2=O)cc1 (stereo not drawn)
    100 | -7 | -2 | -5 | -4 | -1 | -6 | 103 | 0.0 | 99 | -4
(21) Cc1ccc(S(=O)(=O)N2CCCN(S(=O)(=O)c3ccc(C(F)(F)F)cc3)CC2)cc1
    102 | -2 | -6 | -2 | -7 | 2 | 1 | 104 | 0.8 | 107 | -11
(22) CCOC(=O)C1CCCN(c2c(NCCN(C)Cc3ccccc3)c(=O)c2=O)C1 (stereo not drawn)
    99 | -3 | -7 | 0 | -8 | 2 | -1 | 99 | 0.3 | 98 | -8
(23) CSc1ccc(/C=N/n2c(C)cc(C)cc2=O)cc1
    103 | -4 | -4 | 1 | -3 | 1 | 0 | 100 | 0.9 | 98 | -15
(24) O=C1CCCC2=C1C(c1cccs1)Nc1ccc3ncccc3c12 (stereo not drawn)
    105 | -3 | 0 | 1 | -3 | 0 | -4 | 112 | 0.0 | 112 | 1
(25) Cc1cc(C)nc(NC(=NCc2ccc3c(c2)OCO3)NC(=O)Nc2ccccc2)n1
    100 | -11 | -6 | 0 | -5 | 30 | 5 | 100 | 2.3 | 99 | -8
(26) Cc1c(NCc2nc3ccccc3[nH]2)c(=O)n(-c2ccccc2)n1C
    106 | -5 | 0 | 0 | 0 | 0 | 0 | 102 | 0.0 | 103 | 1
(27) CN(CCOc1ccccc1)CC(=O)Nc1ccc(Cl)c(S(=O)(=O)N(C)C)c1
    100 | -1 | -1 | 0 | -3 | 9 | 1 | 97 | 1.9 | ? | -7
(28) CC(c1nccs1)N(C)C(=O)CCc1nnc(Cc2c[nH]c3ccccc23)o1 (stereo not drawn)
    98 | 2 | 1 | 0 | 2 | 1 | 2 | 95 | 0.3 | 97 | 4
(29) Cc1ccc(CN2CC(C(=O)Nc3cccc(S(=O)(=O)N4CCCCC4)c3)CC2=O)cc1 (stereo not drawn)
    97 | -3 | -2 | -3 | -2 | 8 | -1 | 95 | 1.1 | 98 | 0
(30) Cc1cc(SCC(=O)OCC(=O)NC(C)c2ccccc2)c(C)cc1Br (stereo not drawn)
    102 | -2 | -4 | -5 | 0 | 3 | -1 | 105 | 0.7 | 108 | 0
(31) CCc1c(C)nc2ncnn2c1N1CCN(S(=O)(=O)c2ccc(OC)cc2)CC1
    96 | 0 | -3 | -1 | -1 | 2 | 0 | 100 | 0.3 | 94 | -10
(32) Cc1ccc(-c2csc3nnc(SCc4csc(C)n4)n23)cc1
    101 | -5 | -6 | -6 | -7 | 5 | 1 | 102 | -0.8 | 100 | -12
(33) CSCC[C@H](NC(=O)C(C)Oc1ccc(Cl)cc1)c1nc2ccccc2[nH]1 (stereo partly drawn)
    102 | -3 | 0 | -1 | 0 | 5 | 1 | 100 | 3.3 | 103 | 1
(34) COC(=O)c1ccc2c(=O)n(CC3CCCO3)c(SCC(=O)NCCc3ccc(S(N)(=O)=O)cc3)nc2c1 (stereo not drawn)
    100 | -3 | 0 | -1 | -5 | 1 | 0 | 106 | 0.2 | 104 | -3
(35) COc1cccc(C2CC(c3ccccc3)Nc3ncnn32)c1 (stereo not drawn)
    98 | 7 | -6 | -2 | -6 | 5 | -3 | 98 | 1.9 | 94 | 0
(36) Cc1ccc(S(=O)(=O)N2CCC(=O)N(C(COCc3ccc(C(F)(F)F)cc3)C(C)C)CC2)cc1 (stereo not drawn)
    101 | -4 | 1 | 0 | -3 | 10 | -2 | 99 | 5.3 | 99 | -1
(37) Cc1ccc(NC(=O)CSc2nnc(/N=C/N(C)C)s2)cc1
    103 | -6 | -7 | -2 | -4 | 6 | -2 | 103 | 0.6 | 102 | 0
(38) O=[N+]([O-])c1ccc(S(=O)(=O)NCCN2CCOCC2)cc1
    99 | 0 | -4 | 0 | -3 | 1 | 0 | 104 | 0.6 | 102 | -6
(39) CC(N=C1NS(=O)(=O)c2ccccc21)C(=O)NCc1ccc2c(c1)OCO2 (stereo not drawn)
    98 | -1 | 0 | 0 | 1 | -1 | -3 | 97 | 1.1 | 97 | -1
(40) CCN(CC)CCCNC(=O)c1[nH]c(C)c(C(=O)NC2CCCCC2)c1C
    109 | 0 | -9 | -5 | -5 | 3 | -3 | 103 | 1.2 | 109 | -2
(41) Cc1cc(Br)c(NC(=O)CN(C)CCOc2ccccc2)c(Br)c1
    105 | -2 | -4 | 1 | 1 | -2 | 0 | 101 | -1.1 | 101 | -1
(42) CC(=O)c1ccccc1NC(=O)COC(=O)CCCN1C(=O)c2cccc3cccc(c23)C1=O
    102 | -3 | -1 | -1 | -6 | 7 | 0 | 104 | 2.4 | 101 | -1
(43) CN(c1ccc(OCC(=O)NC2CCCC2)cc1)S(=O)(=O)c1cccs1
    111 | -1 | -8 | -2 | -4 | 1 | -2 | 106 | 0.2 | 110 | -10
(44) CCOC(=O)c1ccc(-n2c(CN3CCN(CC)CC3)nc3ccc([N+](=O)[O-])cc3c2=O)cc1
    104 | 1 | 0 | 0 | 0 | 2 | 2 | 100 | 0.5 | 100 | -3
(45) COc1ccc(-c2cc(=O)c3cc(OC)c(OC)cc3[nH]2)cc1
    102 | -5 | 0 | -3 | -9 | -7 | -4 | 100 | 0.4 | 102 | -2
(46) CCOC(=O)c1oc2ccc(CNC(C)(C)C)c(Cl)c2c1C
    104 | 0 | -1 | -2 | -6 | 0 | 3 | 103 | -0.1 | 101 | -1
(47) Cc1ccc(-n2nnnc2SCC(=O)NC(=O)Nc2ccc3c(c2)OCCO3)cc1
    96 | 0 | 0 | 1 | 0 | 6 | 1 | 101 | -0.3 | 96 | 0
(48) O=C(Nc1nccs1)c1ccc(NC(=O)C2CC=CCC2C(=O)O)cc1 (stereo not drawn)
    95 | -1 | 0 | 2 | 0 | 1 | 2 | 98 | 0.1 | 90 | -5
(49) CCOC(=O)C(C)(C)Sc1ncnc2nc[nH]c12
    102 | -7 | -4 | -4 | -8 | 5 | -4 | 102 | 1.2 | 105 | -3
(50) CN(C)CC/C=C1/c2cc(F)ccc2CSc2ccc(F)cc21
    91 | -7 | -2 | -4 | -9 | 1 | -2 | 96 | 1.2 | 90 | 0
(51) c1ccc(CNc2ncnc3ccccc23)cc1
    112 | 1 | -5 | 0 | -4 | 3 | -1 | 105 | 0.4 | 108 | -1
